Compound activity as filed in PubChem BioAssay.
PLK1 PBD block: PLK1 (human) polo-box domain binding inhibition | P53350 | Plk1 PBD binding of FITC phosphopeptide, fluorescence polarization | Potency, µM, for the others: max response, negative = inhibition, most hits filed as inhibitors | 360,000 tested, 2.8% active | AID 720504; further: potency means the concentration at half of the fitted maximal effect; series mostly up to about 57 µM; on the % scale 0 is the no-effect control and ±100 the full control effect; nearly all actives have a fitted effect of over 65% in size
Target sequence (P53350 whole entry, looked up, the tested form may be a part): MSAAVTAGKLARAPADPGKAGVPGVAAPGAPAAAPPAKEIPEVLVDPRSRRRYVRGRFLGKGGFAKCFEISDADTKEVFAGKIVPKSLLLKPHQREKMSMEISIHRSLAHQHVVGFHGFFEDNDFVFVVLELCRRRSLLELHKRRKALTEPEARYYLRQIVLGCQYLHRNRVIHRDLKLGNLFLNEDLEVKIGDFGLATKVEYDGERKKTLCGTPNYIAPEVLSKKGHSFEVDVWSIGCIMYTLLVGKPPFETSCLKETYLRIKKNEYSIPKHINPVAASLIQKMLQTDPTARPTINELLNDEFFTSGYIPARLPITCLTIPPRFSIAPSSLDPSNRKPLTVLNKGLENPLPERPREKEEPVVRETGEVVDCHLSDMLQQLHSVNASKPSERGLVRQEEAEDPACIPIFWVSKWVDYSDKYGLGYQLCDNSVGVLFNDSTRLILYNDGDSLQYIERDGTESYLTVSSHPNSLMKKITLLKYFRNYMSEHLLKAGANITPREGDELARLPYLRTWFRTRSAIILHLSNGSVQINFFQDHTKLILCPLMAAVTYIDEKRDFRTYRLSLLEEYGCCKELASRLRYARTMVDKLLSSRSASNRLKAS
PI5P4K alpha inh: PI5P4K alpha (human) kinase inhibition | 330,000 tested, 1.2% active | PI5P4Kalpha enzyme, ADP-Glo luminescence, 60 min; hits give low values | AID 652105 | P48426 | max response, %; active means max response of -50% or lower; inconclusive means between -30% and -50%; inactive means -30% or higher; further: value at the top dose of about 77 µM; on the % scale 0 is the no-effect control and ±100 the full control effect
Target sequence (P48426 whole entry, looked up): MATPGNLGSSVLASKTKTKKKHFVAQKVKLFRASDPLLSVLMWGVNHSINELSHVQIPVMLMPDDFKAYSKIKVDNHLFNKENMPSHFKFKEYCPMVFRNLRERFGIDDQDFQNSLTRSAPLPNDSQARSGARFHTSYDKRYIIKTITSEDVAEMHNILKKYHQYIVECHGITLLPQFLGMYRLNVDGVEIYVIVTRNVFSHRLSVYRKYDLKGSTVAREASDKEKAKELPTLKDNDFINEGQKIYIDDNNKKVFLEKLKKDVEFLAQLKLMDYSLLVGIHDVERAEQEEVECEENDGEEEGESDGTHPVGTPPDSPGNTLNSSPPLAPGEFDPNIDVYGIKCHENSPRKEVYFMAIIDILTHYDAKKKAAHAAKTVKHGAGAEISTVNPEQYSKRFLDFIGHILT
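Compounds were pin-transferred onto PI5P4Kalpha and substrate in HEPES pH 7.4 buffer with EGTA, CHAPS and 5% DMSO. ATP (5 microM final) started the reaction, which ran 60 minutes at room temperature before ADP-Glo detection.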
GLP-1R inv ag: GLP-1 receptor (human) inverse agonism | P43220 | HEK293 GLP-1R CRE-luciferase, luminescence, 24 h; GLP-1R form is constitutively active | AID 624417 | 410,000 tested, 1.6% active | Potency, µM (highest dose often 38.3 µM), without a hit: at the top dose activity change, negative = inhibition, hits mostly inhibitors; further: potency means the concentration at half of the fitted maximal effect; on the % scale 0 is the no-effect control and ±100 the full control effect; nearly all actives have a fitted effect of over 55% in size
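Seeding at 200 cells/uL, 12 h culture, 24 hr compound treatment, then luciferase reagent and a luminescence read; cells are HEK293 stably expressing a constitutively active GLP-1R plus cAMP-responsive luciferase.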
IL-2 act: activators of IL-2 | IL-2 activation reporter assay, cell-based qHTS; stimulated with anti-CD3/CD4/CD28 beads; in transgenic mouse T cells | activation, % (series mostly up to about 46 µM) | 360,000 tested, 0.065% active | AID 652025; in the data active means activation above about 50%; inconclusive means mostly about 30% to 49%; further: 0% is about no effect
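First, unstimulated transgenic mouse T cells were exposed to compound for 60 min. Next, anti-CD3/anti-CD4-coated beads with anti-CD28 were added. Finally, after 18 h at 37 degrees C, EGFP and DsRed were imaged.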
EPAC1 ag: EPAC1 (human) agonism; Potency, µM (series often up to 154 µM), for inactives: at the top dose activation, usual class: activators; O95398; 360,000 tested, 0.073% active; EPAC1 agonist qHTS, biochemical assay; response scale: 100% = response to 6.5 mM cAMP; AID 720707; further: potency means the concentration at half of the fitted maximal effect; nearly all actives have a fitted effect of over 60% in size
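Nucleotide exchange by EPAC1 (100 nM) on Rap1B–BODIPY-GDP (250 nM) in the presence of 50 uM GDP is tracked fluorescently at 480/540 nm over 30 min. Signals are normalized to a 6.5 mM cAMP control.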
HEK293 tox: cytotoxicity in counter-screen for GLP-1R inverse agonists. HEK293 cAMP-luciferase reporter cells, luminescence, 24 h. Potency, µM (top dose mostly 38.3 µM), inactives show top-dose activity change, negative = inhibition, most hits filed as inhibitors. 410,000 tested, 0.13% active. AID 624418;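 further: loss of luciferase light is scored as toxicity; potency means the concentration at half of the fitted maximal effect; on the % scale 0 is the no-effect control and ±100 the full control effect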
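Quantitative HTS format, 1536 wells, 200 cells/uL seeded. Compounds: 23 nL, 24 h, 37 °C. Detection: luciferase reagent, luminescence at 12 min RT; decreased signal taken as cytotoxic.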
EPAC1 antag: antagonists of human EPAC1; Potency, µM (doses to about 115 µM), for inactives: top-dose activity change, negative = inhibition, actives largely listed as inhibitors; AID 720709; 360,000 tested, 0.14% active; EPAC1 GEF assay, Rap1b-BODIPY-GDP exchange fluorescence; O95398;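 further: potency means the concentration at half of the fitted maximal effect; plate controls were vehicle for no effect and positive control for full effect; nearly all actives have a fitted effect of over 50% in size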
PTHR1 ag: PTHR1 (human) receptor agonism; Q03431; HEK293 GP2 PTHR1 cells, GloSensor cAMP luminescence, 1 h; Potency, µM (series often up to 115 µM), for inactives: at the highest dose activation, actives largely listed as activators; 410,000 tested, 0.075% active; further: potency means the concentration at half of the fitted maximal effect; nearly all actives have a fitted effect of over 55% in size; some results filed as inactive show a strong effect at the top dose; inactives centre near -15; many of its hits are not listed in these tables
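HEK-293-derived GP2 cells expressing PTHR1 and a GloSensor cAMP reporter, 3,000/well, plated overnight, given luciferin plus IBMX (each 0.5 mM as added) for 1 h at 37 °C, then compound for 1 h at 37 °C. Luminescence was read after 15 min at room temperature.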
GLP-1R agonist: agonists of human GLP-1 receptor; HEK293 GLP-1R CRE-luciferase, luminescence, 4-6 h; cells express a hypersensitive GLP-1R form; Potency, µM (series often up to 45.6 µM), for inactives: at the highest dose activation, actives largely listed as activators; P43220; 380,000 tested, 0.007% active; further: potency means the concentration at half of the fitted maximal effect; % of control where 0% means no effect
Starred values were filed as active, the others as inactive; i = inactive; ? = inconclusive; nt = no result given; [ ] = dose if it differs, or a comment. Unless noted, the call rests on the fitted dose curve; in most records, active means well fitted curve in the direction sought with a large enough effect; inconclusive means small, poorly fitted or top-dose-only effect, or another doubt; inactive means no such curve, though single readings can be large; an effect the other way counts as inactive or inconclusive. These rows are one share of the data, so the mix of outcomes need not match the whole.

SMILES	PLK1 PBD block	PI5P4K alpha inh	GLP-1R inv ag	IL-2 act	EPAC1 ag	HEK293 tox	EPAC1 antag	PTHR1 ag	GLP-1R agonist
COC(=O)Cn1c(=NC(=O)CCS(=O)(=O)c2ccccc2)sc2c(OC)ccc(OC)c21	-4%	-5	45%[activator]	-1.8	-9%	0%	9%	i	4%
CC(NC(=O)COC(=O)CSc1ccc(F)cc1)c1ccc(F)cc1 (stereo not drawn)	-29%	2	30%	-2.9	1%	-7%	-1%	-5%	-10%
CC1CCCC/C1=N\NS(=O)(=O)c1ccc(Br)cc1 (stereo not drawn)	-19%	-3	6%	1.4	4%	-9%	-13%	-10%	-7%
CC(C)(C)n1nnnc1C(c1cccs1)N(Cc1cccnc1)CC1CCCO1 (stereo not drawn)	0%	-4	0%	0.2	5%	-22%	15%	i	-2%
O=C(/C=C/c1c(F)cccc1Cl)NCc1ccc2c(c1)OCO2	-6%	0	5%	-3.4	-5%	-1%	4%	-10%	4%
OCC1(Cc2ccccc2)CCCN(Cc2c[nH]c3ccccc23)C1 (stereo not drawn)	2%	2	?	-2.4	2%	-21%	-1%	i	4%
CCN(CC)c1cc(C)c(C#N)c2nc3ccccc3n12	-7%	-7	26%	0.3	1%	25%	-10%	-25%	7%
CCN(C(=O)COC(=O)CCC(=O)c1cccs1)c1ccccc1	-13%	8	-3%	-0.1	5%	3%	3%	-28%	-5%
COc1ccc(-c2noc(CCC(=O)Nc3cc(Cl)c(OC)cc3OC)n2)cc1	-11%	15	?	0.2	23%	-23%	5%	-28%[57.5 µM]	0%
Cc1ccc(C(=O)NN2C(=O)CSC2=S)cc1	-5%	-1	3%	0.8	9%	5%	7%	i	7%
COc1ccc2sc(-c3ccc(SC)cc3)c(C#CCO)c2c1	0%	3	44%[activator]	-0.5	0%	2%	-11%	-92%[inhibitor]	28%
CN(C)C(=O)N1CCC(C(=O)NC2CCCCCCC2)CC1	-3%	nt	-6%	-3.2	-7%	3%	8%	i	-2%
CCCc1nc(N2CCOCC2)c(C#N)c2c1CCCC2	?	-5	?	0.5	17%	-4%	-16%	-5%	8%
COc1ccc(N2CCN(C(=O)C(OC(C)=O)c3ccccc3)CC2)cc1 (stereo not drawn)	-4%	-1	-5%	0.6	-2%	-17%	7%	i	8%
CCOC(=O)N1CCC(NC(=O)c2c(C)nn(-c3ccc(C)cc3)c2-n2cccc2)CC1	nt	nt	9%	nt	nt	5%	nt	-15%	5%
COc1ccc(N(CC(=O)N/N=C/c2cccs2)S(=O)(=O)c2ccc(OC)c(OC)c2)cc1	-3%	nt	6%	-2.8	9%	-1%	-2%	?	2%
CCN(C(=O)CSc1ncccc1C(=O)O)C1CCCCC1	-20%	-1	-8%	-0.2	12%	-8%	-5%	i	-1%
O=C1CN(C(=O)/C=C/c2ccco2)c2ccccc2N1	-24%	-25	32%[activator]	0.3	4%	5%	2%	i	9%
COc1cc([N+](=O)[O-])ccc1NC(=O)CSc1n[nH]c(C(C)C)n1	-7%	-2	2%	-0.6	-5%	7%	7%	i	0%
CS(=O)Cc1cc(Sc2ccccc2)nc(-c2cccnc2)n1 (stereo not drawn)	1%	?	19%	1.9	13%	4%	-13%	i	19%
Cc1ccc(NC(=O)CN2CCN(CCN=CC3=C(O)CC(c4ccc(C)cc4)CC3=O)CC2)cc1 (stereo not drawn)	-17%	0	3%	-1.3	6%	-1%	-11%	-19%	9%
COc1ccc(NC(=O)C2(C)Cc3c(-c4ccccc4)ccnc3O2)cc1OC (stereo not drawn)	4%	-7	-26%	0.0	-15%	-2%	9%	-1%	7%
COCCCn1nnnc1SCC(=O)Nc1nc2ccccc2s1	-10%	1	-19%	0.2	0%	1%	5%	i	4%
CN(C)C(=O)CSc1nnc(-c2cc(-c3cccs3)nc3ccccc23)o1	-4%	8	24%	0.6	6%	25%	-9%	-18%[57.5 µM]	7%
O=C(O)[C@H](Cc1ccccc1)N1C(=O)c2c(Cl)c(Cl)c(Cl)c(Cl)c2C1=O	27µM*	-7	0%	1.4	-13%	11%	-3%	-60%[inhibitor]	-2%
CC1CCC(NC(=O)CN(C)S(=O)(=O)c2ccc3c(c2)c(=O)n(C)c(=O)n3C)CC1 (stereo not drawn)	19µM*	-4	12%	1.6	12%	-3%	-5%	i	6%
CC(N=C1NS(=O)(=O)c2ccccc21)C(=O)NCCCc1ccccc1 (stereo not drawn)	-1%	-3	-1%	0.8	5%	-22%	3%	i	-2%
COc1cc(CN2CCNC(=O)C2CC(=O)NCc2csc(C(C)C)n2)cc(OC)c1 (stereo not drawn)	-2%	1	16%	0.7	-13%	-2%	8%	?	3%
C1=Nc2c(Nc3ccccc3)ncnc2Oc2ccccc21	-17%	nt	-24%	1.5	16%	-1%	-5%	-7%[57.5 µM]	6%
CCOC(=O)c1sc(=NC(=O)c2cccs2)n(C)c1C	-28%	4	17%[0.307 µM]	1.7	-3%	12%[0.307 µM]	-5%	-35%[inhibitor]	1%
O=C(CCCN1C(=O)/C(=C/c2cccs2)SC1=S)NNC(=O)c1ccccc1O	-11%	-16	15%	0.5	4%	-4%	1%	i	2%
O=C(Nc1c(Cl)cccc1Cl)C1CCC1	-3%	nt	0%	0.3	4%	5%	0%	i	18%
O=C(CN1CCN(S(=O)(=O)c2ccc(Br)s2)CC1)N1CCc2ccccc21	-7%	-9	-14%	0.9	9%	-8%	6%	-50%[inhibitor]	3%
COCC(=O)Nc1ccc(S(=O)(=O)Nc2nccs2)cc1	-3%	-3	22%	-0.4	7%	5%	8%	i	-8%
Cc1ccc(OCC(=O)N/N=C\c2cn(Cc3ccccc3)c3ccccc23)cc1C	?	2	?	-2.8	-4%	-8%	6%	i	5%
COc1cccc(OCCNc2cc(N3CCCCC3)ccc2[N+](=O)[O-])c1	-11%	9	-3%	-2.1	2%	-3%	-15%	i	2%
O=C(COC(=O)c1cccc(C(=O)OCC(=O)NCc2ccc(F)cc2)n1)NCc1ccc(F)cc1	1%	-11	-4%	-4.3	-9%	-10%	5%	-10%	0%
Cc1ccc(S(=O)(=O)c2ccc(NC(=O)c3c(F)cccc3F)cc2)cc1	-6%	5	?	3.3	-2%	1%	-5%	-4%	-6%
Cc1ccc(C(C)C)c(OCCNC(=S)Nc2cccc3ccccc23)c1	4%	nt	?	-4.7	7%	?	-10%	i	6%
CC(=O)Nc1ccc(S(=O)(=O)N2C3CCCC2CC(NC(=O)C2CCCCC2)C3)cc1 (stereo not drawn)	-5%	-1	0%	-2.7	5%	1%	3%	-53%	-5%
O=C(NC1CCCCC1)c1ccc(S(=O)(=O)c2ccccc2)cc1	-3%	11	-11%[7.66 µM]	-0.9	5%	0%[7.66 µM]	-14%	-24%	12%
O=C(NC1CCSc2ccccc21)c1cccc(OC(F)F)c1 (stereo not drawn)	1%	12	?	3.3	9%	-6%	-11%	-6%	12%
Brc1ccc(OCc2ccccc2)c(CNCc2ccncc2)c1	-3%	nt	?	-1.5	14%	-27%	0%	-35%	-17%
CCCNCC1C(Oc2ccc(Cl)cc2)C(=O)N1c1ccccc1C (stereo not drawn)	-3%	2	?	-3.2	-1%	-3%	-18%	i	5%
COC(C(=O)C(O)C(C)O)C1Cc2cc3cc(OC4CC(OC5CC(O)C(O)C(C)O5)C(O)C(C)O4)c(C)c(O)c3c(O)c2C(=O)C1OC1CC(OC2CC(OC3CC(O)C(OC)C(C)O3)C(O)C(C)O2)C(O)C(C)O1 (stereo not drawn)	-5%	-6	-69%	0.1	9%	141%[activator]	6%	-12%	-10%

Some of these compounds in order of length of the SMILES, falling.
SMILES	PLK1 PBD block	PI5P4K alpha inh	GLP-1R inv ag	IL-2 act	EPAC1 ag	HEK293 tox	EPAC1 antag	PTHR1 ag	GLP-1R agonist
Cc1ccc(C(C)C)c(OCCNC(=S)Nc2cccc3ccccc23)c1	4%	nt	?	-4.7	7%	?	-10%	i	6%
CCCNCC1C(Oc2ccc(Cl)cc2)C(=O)N1c1ccccc1C (stereo not drawn)	-3%	2	?	-3.2	-1%	-3%	-18%	i	5%
COCC(=O)Nc1ccc(S(=O)(=O)Nc2nccs2)cc1	-3%	-3	22%	-0.4	7%	5%	8%	i	-8%
O=C(Nc1c(Cl)cccc1Cl)C1CCC1	-3%	nt	0%	0.3	4%	5%	0%	i	18%

Additional records
SMILES	PLK1 PBD block	PI5P4K alpha inh	GLP-1R inv ag	IL-2 act	EPAC1 ag	HEK293 tox	EPAC1 antag	PTHR1 ag	GLP-1R agonist
O=C(Nc1ccc2nc(-c3ccco3)c(-c3ccco3)nc2c1)NC1CC1	?	-75*	-20%	-0.2	1%	334%[activator]	50µM*	-59%[inhibitor]	5%
O=C(Nc1cccc(Cl)c1)c1cc(-c2ccco2)on1	-2%	1	-5%	-0.8	5%	-8%	-18%	-23%	15%
CCCCN(C=O)c1c(CC)nc2ccc(C(=O)NCc3cccs3)cn12	0%	-1	14%	0.4	-2%	-3%	-7%	-13%	-1%
CC1=NNC(=O)C1CC(=O)N/N=C(\C)c1cccs1 (stereo not drawn)	-7%	2	12%	0.3	2%	-4%	-11%	-10%	14%
CCN(CC)CCNC(=O)C(=O)NCC1OCCN1S(=O)(=O)c1ccc(Cl)cc1 (stereo not drawn)	-1%	-1	?	-2.5	3%	-4%	-15%	3%	11%
Nc1ccc2nc(SCC(=O)N3CCN(c4ccccc4)CC3)sc2c1	-2%	-22	?	-2.6	-10%	?	2%	-40%[inhibitor]	14%
Cc1cccc(NC(=O)Nc2ccc(Cl)cc2)n1	-5%	9	31%	1.0	-3%	9%	-15%	-28%	-3%
C=CCn1c(SCc2nc3sc4c(c3c(=O)[nH]2)CCCC4)nc2ccccc2c1=O	6%	0	0%	19	-2%	7%	11%	-7%	4%
Cc1cc(=O)[nH]c(SCC(=O)c2ccc(O)c(O)c2)n1	1%	-16	10%	-0.2	2%	-13%	-14%	i	-2%
CCc1cc(-c2cnnn2Cc2ccccc2)ccc1-c1cn(CC(C)C)nn1	-12%	-2	?	-4.1	-12%	-9%	-25%	-23%	-8%
